Screening results as filed in PubChem BioAssay.
HEK293 tox: qHTS of GLP-1 Receptor Inverse Agonists: Cytotox Screen | HEK293 cAMP-luciferase reporter cells, luminescence, 24 h | Potency, µM (series often up to 38.3 µM), inactives show at the highest dose activity change, negative = inhibition, most hits filed as inhibitors | 0.13% of 410,000 active | AID 624418, 2012;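 further: loss of luciferase light is scored as toxicity; potency means the concentration at half of the fitted maximal effect; on the % scale 0 is the no-effect control and ±100 the full control effect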
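Seeding density was 200 cells/uL; after overnight-length (12 h) culture, 23 nL compounds went on for 24 h at 37 °C. Readout used a luciferase detection reagent, luminescence taken after 12 min at room temperature.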
PLK1 PBD block: qHTS for Inhibitors of PLK1-PDB (polo-like kinase 1 - polo-box domain): Primary Screen; Serine/threonine-protein kinase PLK1 (Homo sapiens), P53350; Potency, µM, without a hit: max response, negative = inhibition, hits mostly inhibitors; 2.8% of 360,000 active; Plk1 PBD binding of FITC phosphopeptide, fluorescence polarization; AID 720504, 2013; further: potency means the concentration at half of the fitted maximal effect; series mostly up to about 57 µM; on the % scale 0 is the no-effect control and ±100 the full control effect; nearly all actives have a fitted effect of over 65% in size
Target sequence (P53350 whole entry, looked up, the tested form may be a part): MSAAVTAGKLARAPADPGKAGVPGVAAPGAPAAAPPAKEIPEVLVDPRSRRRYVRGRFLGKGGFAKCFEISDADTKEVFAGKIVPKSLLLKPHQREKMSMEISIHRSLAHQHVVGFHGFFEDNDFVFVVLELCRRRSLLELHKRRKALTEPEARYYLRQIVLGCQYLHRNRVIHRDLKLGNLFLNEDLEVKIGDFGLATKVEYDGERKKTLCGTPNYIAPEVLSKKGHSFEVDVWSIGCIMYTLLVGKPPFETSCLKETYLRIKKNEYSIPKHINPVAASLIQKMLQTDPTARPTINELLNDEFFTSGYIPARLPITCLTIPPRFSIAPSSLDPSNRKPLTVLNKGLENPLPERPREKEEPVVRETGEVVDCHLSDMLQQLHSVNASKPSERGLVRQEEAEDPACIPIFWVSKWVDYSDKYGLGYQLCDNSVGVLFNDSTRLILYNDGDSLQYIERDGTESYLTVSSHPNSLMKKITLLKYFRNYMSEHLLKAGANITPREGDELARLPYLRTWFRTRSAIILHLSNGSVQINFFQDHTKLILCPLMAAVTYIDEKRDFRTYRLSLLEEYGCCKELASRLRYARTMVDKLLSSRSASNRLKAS
IL2 activator: qHTS of IL-2 Activators. IL-2 activation reporter assay, cell-based qHTS; stimulated with anti-CD3/CD4/CD28 beads; in transgenic mouse T cells. activation, % (series mostly up to about 46 µM). 0.065% of 360,000 active; in the data active means activation above about 50%; inconclusive means mostly about 30% to 49%; further: 0% is about no effect
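Unstimulated transgenic mouse T cells preincubated 60 min with compound, then stimulated with anti-CD3/anti-CD4-coated beads plus anti-CD28 for 18 h at 37 degrees C. IL-2 response read as EGFP and DsRed fluorescence by plate cytometry.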
EPAC1 antag: qHTS for Antagonist of cAMP-regulated guanine nucleotide exchange factor 3 (EPAC1): primary screen | AID 720709, 2013 | Potency, µM (doses to about 115 µM), for inactives: at the highest dose activity change, negative = inhibition, hits mostly inhibitors | EPAC1 GEF assay, Rap1b-BODIPY-GDP exchange fluorescence | Rap guanine nucleotide exchange factor 3 (Homo sapiens), O95398 | 0.14% of 360,000 active;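 further: potency means the concentration at half of the fitted maximal effect; plate controls were vehicle for no effect and positive control for full effect; nearly all actives have a fitted effect of over 50% in size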
PTHR1 agonist: qHTS for PTHR1 Agonists: Primary Screen. 0.075% of 410,000 active. Parathyroid hormone/parathyroid hormone-related peptide receptor (Homo sapiens), Q03431. Potency, µM (titrated, usually from 115 µM), for the others: top-dose activation, most hits filed as activators. HEK293 GP2 PTHR1 cells, GloSensor cAMP luminescence, 1 h; further: potency means the concentration at half of the fitted maximal effect; nearly all actives have a fitted effect of over 55% in size; some results filed as inactive show a strong effect at the top dose; inactives centre near -15; many of its hits are not listed in these tables
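HEK-293-derived GP2 cells expressing PTHR1 and a GloSensor cAMP reporter, 3,000/well, plated overnight, given luciferin plus IBMX (each 0.5 mM as added) for 1 h at 37 °C, then compound for 1 h at 37 °C. Luminescence was read after 15 min at room temperature.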
PI5P4K alpha inh: qHTS for Inhibitors of phosphatidylinositol 5-phosphate 4-kinase (PI5P4K); Phosphatidylinositol 5-phosphate 4-kinase type-2 alpha (Homo sapiens), P48426; PI5P4Kalpha enzyme, ADP-Glo luminescence, 60 min; hits give low values; max response, %; 1.2% of 330,000 active; AID 652105, 2013; active means max response of -50% or lower; inconclusive means between -30% and -50%; inactive means -30% or higher; further: value at the top dose of about 77 µM; on the % scale 0 is the no-effect control and ±100 the full control effect
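Luminescence from ADP-Glo served as readout of PI5P4Kalpha activity in a qHTS format. Reaction: enzyme, substrate, compound, ATP at 5 microM final, 60 min at RT.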
EPAC1 ag: qHTS for Agonist of cAMP-regulated guanine nucleotide exchange factor 3 (EPAC1): primary screen; 0.073% of 360,000 active; AID 720707, 2013; EPAC1 agonist qHTS, biochemical assay; response scale: 100% = response to 6.5 mM cAMP; Potency, µM (doses to about 154 µM), inactives show at the top dose activation, usual class: activators; Rap guanine nucleotide exchange factor 3 (Homo sapiens), O95398; further: potency means the concentration at half of the fitted maximal effect; nearly all actives have a fitted effect of over 60% in size
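Fluorescent GDP-exchange assay: 100 nM EPAC1 with 250 nM Rap1B preloaded with BODIPY-GDP and 50 uM GDP; compounds tested as concentration series, 5 min at room temperature, then read every 5 min for 30 min (ex 480/em 540 nm); normalized to 6.5 mM cAMP.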
GLP1R ag: qHTS of GLP-1 Receptor Agonists; Glucagon-like peptide 1 receptor (Homo sapiens), P43220; HEK293 GLP-1R CRE-luciferase, luminescence, 4-6 h; cells express a hypersensitive GLP-1R form; Potency, µM (series often up to 45.6 µM), for the others: top-dose activation, actives largely listed as activators; 0.007% of 380,000 active; AID 624172, 2012; further: potency means the concentration at half of the fitted maximal effect; % of control where 0% means no effect
Target sequence (P43220 whole entry, looked up): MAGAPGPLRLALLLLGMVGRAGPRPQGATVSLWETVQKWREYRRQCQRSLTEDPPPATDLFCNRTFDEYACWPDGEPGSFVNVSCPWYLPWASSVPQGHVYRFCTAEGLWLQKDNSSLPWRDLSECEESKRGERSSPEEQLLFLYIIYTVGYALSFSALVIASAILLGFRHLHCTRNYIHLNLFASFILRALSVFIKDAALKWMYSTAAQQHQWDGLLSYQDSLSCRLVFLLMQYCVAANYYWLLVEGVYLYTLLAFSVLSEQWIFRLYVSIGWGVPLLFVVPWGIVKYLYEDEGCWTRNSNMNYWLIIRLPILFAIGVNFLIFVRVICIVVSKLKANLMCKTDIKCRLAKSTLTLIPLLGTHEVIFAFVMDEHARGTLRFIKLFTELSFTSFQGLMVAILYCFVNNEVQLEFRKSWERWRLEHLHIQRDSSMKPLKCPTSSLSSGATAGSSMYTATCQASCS
GLP-1R inv ag: qHTS of GLP-1 Receptor Inverse Agonists (Inhibition Mode). 1.6% of 410,000 active. Glucagon-like peptide 1 receptor (Homo sapiens), P43220. HEK293 GLP-1R CRE-luciferase, luminescence, 24 h; GLP-1R form is constitutively active. Potency, µM (series often up to 38.3 µM), for inactives: at the top dose activity change, negative = inhibition, most hits filed as inhibitors. AID 624417, 2012; further: potency means the concentration at half of the fitted maximal effect; on the % scale 0 is the no-effect control and ±100 the full control effect; nearly all actives have a fitted effect of over 55% in size
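GLP-1R inverse agonism mode: basal reporter luminescence in engineered HEK293 cells measured after one day of compound exposure at 37 deg C, with a 12 min room-temperature detection step.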
An asterisk follows results filed as active; i = inactive; ? = inconclusive; / = no result given; [ ] = another dose, or the depositor's remark. Unless noted, the call rests on the fitted dose curve; in most records, active means well fitted curve in the direction sought with a large enough effect; inconclusive means small, poorly fitted or top-dose-only effect, or another doubt; inactive means no such curve, though single readings can be large; an effect the other way counts as inactive or inconclusive. These rows are one share of the data (hit frequency here may not be typical).

SMILES | HEK293 tox | PLK1 PBD block | IL2 activator | EPAC1 antag | PTHR1 agonist | PI5P4K alpha inh | EPAC1 ag | GLP1R ag | GLP-1R inv ag
C#CCOCCOCCOCCNc1nc(N2CCN(C(=O)[C@H](CCC(=O)O)n3cc(C(N)Cc4ccc(O)cc4)nn3)CC2)nc(N2CCN(C(=O)[C@H](CCC(=O)O)n3cc(C(N)Cc4ccc(O)cc4)nn3)CC2)n1 (stereo not given in full) | 5% | 7% | 0.0 | 16% | i | -9 | -7% | -3% | 26%
COc1ccccc1C(=O)NNC(=O)CCCN1C(=O)/C(=C/c2cccs2)SC1=S | -17% | 13% | 0.5 | 7% | ? | 7 | 2% | -11% | 11%
Cc1csc2nc(COc3cccc(NC(=O)c4ccccc4F)c3)cc(=O)n12 | -9% | / | / | / | i | / | / | 1% | -5%
O=P(OCC1CC1)(c1ccccc1)c1ccccc1 | -15%[1.53 µM] | 18% | -0.1 | 11% | -12% | 2 | 6% | -6% | -11%
O=C(c1cccc(Cl)c1)N1CCN(C2CCCCCC2)CC1 | -5% | -9% | -0.1 | 5% | i | -3 | 1% | 1% | ?
O=S(=O)(Nc1nc2ccccc2nc1-[n+]1cccc(N=C([O-])c2ccc(Cl)cc2)c1)c1ccccc1 | 7% | 1% | 0.4 | 5% | -4% | -2 | 4% | 0% | -40%
CCCCN(C(=O)CCN1C(=O)C2CC=CCC2C1=O)c1c(N)n(CCCC)c(=O)[nH]c1=O (stereo not given) | 4% | -1% | -1.1 | 6% | i | 0 | -6% | -3% | 3%
O=C(NCC(=O)N1CCN(Cc2ccccc2)CC1)c1ccc(Br)cc1 | -11% | 0% | -2.0 | 3% | -27% | 5 | -2% | -1% | ?
COc1cccc(CN(CC(=O)NCc2ccccc2)C(=O)c2csnn2)c1 | -10% | 5% | -0.2 | 3% | i | 2 | -4% | 10% | 9%
Cn1nnnc1SCCNC(=O)C1CCC(=O)N(Cc2cccc(C(F)(F)F)c2)C1 (stereo not given) | 2% | 0% | -1.7 | 11% | -20% | 5 | -7% | 2% | 11%
CCN(c1cccc(C)c1)S(=O)(=O)c1cc2c3c(c1)CCC(=O)N3CCC2 | -1% | -8% | 0.2 | ? | -17% | -1 | 3% | 15% | ?
CCOC(=O)CNC(=O)c1cccnc1 | 24% | 24µM* | -0.6 | -21% | i | 0 | 5% | 9% | 11%
CC(=O)NC(NC(C)=O)c1cccc(OCc2ccccc2)c1 | 55%[activator] | ? | 2.8 | -4% | -12% | 2 | -13% | 0% | 6%
Cc1nnc(SCC(=O)Nc2cc(S(=O)(=O)N3CCOCC3)ccc2N2CCCC2)s1 | -7% | -4% | 0.9 | 13% | -24% | -2 | 8% | -2% | 13%
CC1CCCN(CC(=O)Nc2ccc(S(=O)(=O)N3CCCC3)cc2)C1 (stereo not given) | 9% | 0% | -0.2 | -6% | i | 12 | -6% | 12% | -2%
CCCc1ccc(C#N)c(SC2CC(=O)N(c3ccc(OC)cc3)C2=O)n1 (stereo not given) | 0% | -5% | -1.0 | ? | -15% | -10 | -4% | 0% | 18%
COc1ccccc1C(=O)OCC(=O)c1cccc([N+](=O)[O-])c1 | -16% | 0% | -0.9 | 7% | -9% | 12 | -11% | 0% | 4%
CCC1CCCCN1C(=O)CSc1nnc(-c2c[nH]c3ccccc23)o1 (stereo not given) | -26% | -8% | -2.3 | ? | i | / | 9% | 5% | 11µM*
CCOC(=O)/C(C#N)=C/c1c(N2CCN(c3ccccc3)CC2)nc2c(C)cccn2c1=O | 1% | -11% | -2.0 | -2% | -4% | 1 | 10% | 4% | -3%
O=C1CC(N2CCC(c3nc4ccccc4s3)CC2)C(=O)N1 (stereo not given) | -2% | -3% | -3.3 | 3% | -10% | -6 | -8% | -2% | 17%
CCCCC(=O)NC(c1ccc(C(C)C)cc1)c1ccc2cccnc2c1O (stereo not given) | -14% | -6% | 0.9 | -4% | -7% | 1 | -7% | -6% | ?
CCOC(=O)C1C2C=CC3(CN(c4ccc(Cl)c(F)c4)C(=O)C13)O2 (stereo not given) | -28% | -7% | -0.1 | ? | -12% | 4 | -10% | 6% | -6%
O=C(Oc1c(-c2ccccc2)c(=O)n2c3c(cccc13)CC2)c1ccc(Cl)cc1 | -6% | -4% | -0.4 | -1% | -1% | -6 | 14% | 7% | 1%
COc1ccc(NC(=O)Nc2cccc(C(=O)N3CCOCC3)c2)cc1OC | -4% | -1% | 0.9 | -13% | -4%[57.5 µM] | 1 | 6% | 4% | 3%
O=C(Nc1ccc(Cl)c(NC(=O)c2cccs2)c1)c1ccco1 | -15% | -21% | 0.3 | ? | i | -2 | 7% | 13% | -26%
(continued)
SMILES | HEK293 tox | PLK1 PBD block | IL2 activator | EPAC1 antag | PTHR1 agonist | PI5P4K alpha inh | EPAC1 ag | GLP1R ag | GLP-1R inv ag
Cc1ccc(S(=O)(=O)NNc2nc3ccccc3nc2C(F)(F)F)cc1 | 10% | 8.4µM* | -0.2 | -9% | -89%[inhibitor] | -21 | -8% | 3% | -27%
COC(=O)COc1ccc(S(=O)(=O)Nc2ccc3c(c2)OCO3)cc1Cl | -12% | 0% | 1.8 | -2% | i | / | 2% | 1% | 1%
CCN(CC)CCN1C(=O)c2cccc3cc(N)cc(c23)C1=O | ? | ? | -1.9 | ? | -49% | 2 | 5% | -5% | ?
COc1ccccc1OCC(=O)Nc1ccccn1 | 8% | -1% | 2.7 | 4% | -34%[inhibitor] | / | 0% | -10% | ?
CN(C)C(=O)CSc1nc(-c2cccs2)c(-c2cccs2)[nH]1 | -3% | -7% | -0.8 | 11% | i | -11 | -2% | 10% | 36%
CCSc1nnc(NC(=O)[C@@H](NC(=O)c2cccc(C)c2)C(C)C)s1 | 5% | -4% | -4.2 | 3% | -12% | 6 | -5% | 9% | -26%
CCOc1ccccc1C(=O)NC(C)CCc1ccccc1 (stereo not given) | -14% | -1% | -0.2 | -10% | -20% | 7 | 8% | 21% | ?
COc1ccc2[nH]cc(CCN3C(=O)CCC3=O)c2c1 | -7% | -3% | -0.1 | -3% | -8%[57.5 µM] | 7 | 0% | -2% | 17%
O=C(CSc1nc2c([nH]c3ccccc32)c(=O)n1-c1ccc(Cl)cc1)NC1CCCCC1 | 8% | / | / | / | i | / | / | -6% | 11%
CCC(OC(=O)c1cccs1)C(=O)NCc1ccc2c(c1)OCO2 (stereo not given) | 2% | -1% | -1.4 | 10% | i | 0 | 3% | 1% | -3%
OCCOc1ccc(CN2CCCC(N3CCN(c4ccc(F)cc4)CC3)C2)cc1 (stereo not given) | 7% | -3% | 1.8 | 24% | i | -2 | -13% | 0% | ?
C(=N\Nc1nc2ccccc2[nH]1)/c1ccc2ncccc2c1 | ? | 1% | -3.4 | -1% | -65%[inhibitor] | -20 | 1% | 9% | ?
O=C(O)c1ccc(N/N=C/c2ccc(-c3ccc(Cl)cc3Cl)o2)cc1 | 217%[activator] | 24µM* | -0.4 | -6% | -45%[inhibitor] | 1 | 5% | -4% | 12%
CC(=O)N1N=C(c2ccco2)CC1c1ccc(Br)cc1 (stereo not given) | -9% | -3% | 0.2 | -12% | i | -9 | 0% | 5% | -27%
O=C(c1cc2c(s1)CCCC2)N1CCN(Cc2ccc3c(c2)OCO3)CC1 | -25% | -10% | -0.6 | 21% | -9%[57.5 µM] | 2 | 9% | 6% | 13µM*

Structural class: the compounds so far with an aryl thioether with sulfur outside any ring
SMILES | HEK293 tox | PLK1 PBD block | IL2 activator | EPAC1 antag | PTHR1 agonist | PI5P4K alpha inh | EPAC1 ag | GLP1R ag | GLP-1R inv ag
Cn1nnnc1SCCNC(=O)C1CCC(=O)N(Cc2cccc(C(F)(F)F)c2)C1 (stereo not given) | 2% | 0% | -1.7 | 11% | -20% | 5 | -7% | 2% | 11%
Cc1nnc(SCC(=O)Nc2cc(S(=O)(=O)N3CCOCC3)ccc2N2CCCC2)s1 | -7% | -4% | 0.9 | 13% | -24% | -2 | 8% | -2% | 13%
CCCc1ccc(C#N)c(SC2CC(=O)N(c3ccc(OC)cc3)C2=O)n1 (stereo not given) | 0% | -5% | -1.0 | ? | -15% | -10 | -4% | 0% | 18%
CCC1CCCCN1C(=O)CSc1nnc(-c2c[nH]c3ccccc23)o1 (stereo not given) | -26% | -8% | -2.3 | ? | i | / | 9% | 5% | 11µM*
CN(C)C(=O)CSc1nc(-c2cccs2)c(-c2cccs2)[nH]1 | -3% | -7% | -0.8 | 11% | i | -11 | -2% | 10% | 36%
CCSc1nnc(NC(=O)[C@@H](NC(=O)c2cccc(C)c2)C(C)C)s1 | 5% | -4% | -4.2 | 3% | -12% | 6 | -5% | 9% | -26%
O=C(CSc1nc2c([nH]c3ccccc32)c(=O)n1-c1ccc(Cl)cc1)NC1CCCCC1 | 8% | / | / | / | i | / | / | -6% | 11%
